# Source: PubChem BioAssay (several laboratories)
# V1R ag counter – agonists of human V1a receptor, primary screen, counter-screen for OXTR agonist project, fluorescence, CHO-V1R cells. Vasopressin V1a receptor (Homo sapiens), P37288. Fluo-8 calcium fluorescence, agonist mode; 0% DMSO, 100% 3 nM vasopressin. activation, % at 3 µM. 320,000 tested, 0.25% active. AID 2797, 2010;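 active means activation above the mean activation of all tested compounds plus 3 SD, per screening run, cut at about 20% in these data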;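 further: signal is peak over basal fluorescence ratio across a 100 second FLIPR read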
# Target sequence (P37288 whole entry, looked up): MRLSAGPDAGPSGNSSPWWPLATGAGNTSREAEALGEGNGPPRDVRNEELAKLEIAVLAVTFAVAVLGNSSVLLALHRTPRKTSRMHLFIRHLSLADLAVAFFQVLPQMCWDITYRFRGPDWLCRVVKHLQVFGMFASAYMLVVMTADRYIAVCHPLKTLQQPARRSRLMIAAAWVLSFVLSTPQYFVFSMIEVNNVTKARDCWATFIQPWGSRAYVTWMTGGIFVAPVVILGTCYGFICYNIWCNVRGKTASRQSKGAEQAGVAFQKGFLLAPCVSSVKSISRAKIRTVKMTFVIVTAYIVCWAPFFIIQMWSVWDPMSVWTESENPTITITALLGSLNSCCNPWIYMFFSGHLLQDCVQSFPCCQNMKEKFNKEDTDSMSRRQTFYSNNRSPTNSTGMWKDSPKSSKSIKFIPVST
# PHOSPHO1 block – PubChem AID 1565 | recombinant PHOSPHO1, absorbance phosphatase assay | inhibition, % at 13.3 µM | 290,000 tested, 1.1% active; in the data active means inhibition above about 60%
# Target sequence (Q8TCT1 whole entry, looked up): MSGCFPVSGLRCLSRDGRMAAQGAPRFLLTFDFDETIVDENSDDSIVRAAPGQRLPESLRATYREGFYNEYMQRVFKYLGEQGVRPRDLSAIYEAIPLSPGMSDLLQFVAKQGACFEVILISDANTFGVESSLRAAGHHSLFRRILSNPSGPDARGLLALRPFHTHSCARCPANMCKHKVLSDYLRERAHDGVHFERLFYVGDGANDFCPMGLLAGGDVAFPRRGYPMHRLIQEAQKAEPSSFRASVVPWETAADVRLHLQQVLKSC
# FID counter – compounds displacing fluorescent DNA intercalator, primary screen, artefact control for HCV NS3 helicase inhibitor project, biochemical, FID fluorescence; DNA fluorescent intercalator displacement; inhibition, % at 7.9 µM; 290,000 tested, 0.17% active; in the data active means inhibition above about 37%;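 further: 0% = vehicle and 100% = reference compound; higher means more ethidium bromide displaced from hairpin DNA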
# VIM-2 inh – VIM-2 metallo-beta-lactamase inhibitors, primary screen, biochemical, epi-absorbance readout, Pseudomonas aeruginosa enzyme; 290,000 tested, 0.89% active; purified VIM-2, nitrocefin hydrolysis, epi-absorbance fluorescence; inhibition, % at 5.6 µM;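 active means inhibition above the mean of all tested compounds plus 3 SD, cutoff set per screening run, cut at about 7.5% in these data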;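 further: red hydrolysis product quenches plate fluorescence so inhibitors raise well fluorescence; 0% = enzyme with DMSO and 100% = DMSO without enzyme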
# OXTR ag – human OXTR agonists, primary screen, fluorescence, CHO-OTR cells, Fluo-8 calcium | activation, % at 3 µM | 320,000 tested, 0.32% active | AID 2435, 2010 | Fluo-8 calcium fluorescence; normalized: DMSO 0%, oxytocin 100%;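 active means activation above the mean of all tested compounds plus 3 SD, cutoff set per screening run, cut at about 20% in these data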;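 further: peak over basal fluorescence ratio from a 100 s FLIPR kinetic read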
# Target sequence (P30559 whole entry, looked up): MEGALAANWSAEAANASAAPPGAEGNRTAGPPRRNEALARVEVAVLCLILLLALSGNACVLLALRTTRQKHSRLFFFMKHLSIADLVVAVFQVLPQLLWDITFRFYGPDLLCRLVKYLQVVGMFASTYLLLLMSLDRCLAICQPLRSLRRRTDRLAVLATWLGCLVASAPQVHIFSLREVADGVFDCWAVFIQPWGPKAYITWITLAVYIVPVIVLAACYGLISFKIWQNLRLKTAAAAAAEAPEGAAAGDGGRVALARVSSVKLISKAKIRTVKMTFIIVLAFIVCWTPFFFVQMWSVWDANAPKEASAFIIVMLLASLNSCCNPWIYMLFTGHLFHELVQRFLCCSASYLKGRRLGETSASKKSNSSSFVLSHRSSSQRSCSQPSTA
# IMP-1 inh – IMP-1 metallo-beta-lactamase inhibitors, primary screen, biochemical, epi-absorbance readout, Pseudomonas aeruginosa enzyme; 290,000 tested, 0.45% active; inhibition, % at 5.6 µM; purified IMP-1, nitrocefin hydrolysis, epi-absorbance fluorescence;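 active means inhibition above the mean plus 3 SD of all compounds in the same screening run, cut at about 4.5% in these data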;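 further: 0% = IMP-1 with DMSO and 100% = DMSO wells lacking enzyme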
#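 Test system: recombinant IMP-1 enzyme, purified / Medium: HEPES buffer pH 7.1 with ZnSO4 and Brij 35 / Doses: single dose, 5.6 µM / Times: 25 °C, 15 min preincubation, 25 min reaction / Detection: Epi-absorbance via hydrolysed-nitrocefin quenching of white-plate fluorescence, 480/530 nm, EDTA stop / Evaluation: percent inhibition from optical density relative to buffer-blank wells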
# HCV NS3 hel inh – inhibitors of HCV NS3 helicase, primary screen, biochemical, Cy5 molecular beacon fluorescence. Hepatitis C virus NS3 helicase. AID 1800, 2009. 290,000 tested, 0.56% active. NS3 helicase DNA unwinding. inhibition, % at 10.9 µM;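 active means inhibition above the mean of all tested compounds plus 3 SD, set per campaign, cut at about 35% in these data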;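 further: 0% = DMSO wells and 100% = thioflavine S control wells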
#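 Material: hepatitis C virus NS3 helicase domain fragment enzyme; measured by: Cy5 fluorescence, 0 and 60 min reads; control set: DMSO and thioflavine S; incubation: 60 min unwinding reaction at 25 °C after ATP addition; read-out basis: % inhibition from 60/0 min fluorescence ratio, DMSO 0%, thioflavine S 100%; repeats: singlicate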
# GPR7 antag – GPR7 receptor antagonists, primary screen, cell-based, fluorescence, single concentration. 290,000 tested, 1.1% active. inhibition, % at 4.4 µM. GPR7-expressing cells, fluorescence antagonist assay. Neuropeptides B/W receptor type 1 (Homo sapiens), P48145; in the data active means inhibition above about 16%, passing the limit was not always enough;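 further: cells stimulated with the agonist NPW; 0% = agonist with vehicle and 100% = vehicle without agonist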
# GalR3 antag – GalR3 antagonists in HEK293 cells, primary screen, cell-based, fluorescence readout; Galanin receptor type 3 (Homo sapiens), O60755; HEK293 GalR3-CNG cAMP membrane potential fluorescence; galR3 body fused to GalR1 C-terminus; 360,000 tested, 0.44% active; inhibition, % at 3 µM;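 active means inhibition above the screen-wide average plus 3 SD, cut at about 13% in these data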;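 further: forskolin and galanin both at EC90 stimulate the cells; cAMP rise reported by CNG channel membrane potential dye signal; 0% = forskolin plus galanin with DMSO and 100% = forskolin alone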
# Starred values were filed as active, the others as inactive; · = not tested or not shown; & = joins results of further samples. Rows were taken by chance, and some 4.3% of all compounds hit somewhere here.
mol	V1R ag counter	PHOSPHO1 block	FID counter	VIM-2 inh	OXTR ag	IMP-1 inh	HCV NS3 hel inh	GPR7 antag	GalR3 antag
COc1ccc(N(CC(=O)Nc2ccccc2Cl)S(=O)(=O)c2ccc(C)cc2)cc1OC	-0.9	36	-26	-0.5	-1.9	-1.0	-18	0	-14
CCC(=O)Oc1cccc(C(=O)Nc2cccc(NC(=O)c3ccco3)c2)c1	6.0	40	-25	-1.8	3.4	-3.4	5	1	-8
COc1cc(NC(=O)c2nccnc2N)cc(C(=O)Nc2cccc(C(F)(F)F)c2)c1	0.9	44	·	·	-0.5	·	·	·	-8&-4
O=c1[nH]c(SCc2ccc(Cl)cc2)nc2ccsc12	-0.1	3	-7	-1.7	-1.7	-3.2	15	-5	-2
Cc1ccc(C(=O)N2CC(=O)Nc3ccc(F)cc3C2c2ccccc2)cc1 (stereo not given)	1.3	9	-39	0.4	-0.9	-2.0	-3	3	-7
O=C(N/N=C/C(Cl)=C/c1ccccc1)c1cnccn1	2.3	-3	-4	-2.1	-0.7	2.4	-7	0	3
COc1ccc(-c2c([C@H]3[C@@H]4C=CCC[C@@]4(C)C(=O)N3Cc3ccccc3)ccc3ccccc23)cc1OC	0.8	35	·	·	0.4	·	·	·	-4
COC(=O)c1ccccc1NC(=O)CC#N	1.2	18	1	-1.2	1.9	-0.4	-3	13	-4
c1ccc(CNc2nnnn2-c2ccccc2)cc1	7.1	-4	2	-3.5	5.6	-3.0	-1	-6	-2
O=C(c1ccc([N+](=O)[O-])cc1)N1CCCC1	-0.8	-5	2	-1.2	-0.3	-2.7	-5	-5	-1
COc1cc2c(cc1OC)C(c1ccc(Br)cc1)CC(=O)N2 (stereo not given)	·	29	-21	-2.9	·	-3.6	-11	-8	-11
C=CCNS(=O)(=O)c1ccc2c(c1)n(C)c(=O)n2C	-0.3	-1	-5	-1.6	1.4	0.4	8	-1	1
Cc1oc(-c2ccc(Cl)cc2)nc1CN1CCCC(C(=O)NCCCN2CCCC2=O)C1 (stereo not given)	1.7	12	4	-1.6	-0.7	-2.2	-2	-8	-5
CCn1ccc(-c2ccccc2)c(C#N)c1=O	0.1	43	-1	-0.2	-0.2	-1.1	-3	-2	-3
Cc1cc2nc3c(=O)[nH]c(=O)[nH]c3nc2c([N+](=O)[O-])c1N	·	6	2	12*	·	12*	12	25*	0
Cc1ccc2nc3c(cc(C(=O)NCCc4ccccc4)c(=N)n3CCCN3CCOCC3)c(=O)n2c1	0.4	27	31	9.6*	0.7	-3.3	-19	0	-8
COc1ccc(OC)c(/C=N/c2c(-c3ccc(O)c(OC)c3)nc3ccccn23)c1	0.6	4	3	-0.2	0.1	-0.9	-1	-5	-7
COc1ccc(C2NC(=O)c3sc4nc(C)c(C(C)=O)c(-c5ccc(Cl)cc5)c4c3N2)cc1 (stereo not given)	-0.6	42	2	0.9	-1.4	-0.7	7	-2	-1
CCCCOc1ccc(NC2=NC3(CCCCC3)N=C(N)N2)cc1	-0.8	7	10	-0.7	-0.3	-1.7	-41	-9	-1
CCOC(=O)N1CCN(S(=O)(=O)N2CCCC(C(=O)NCCc3ccc(OC)c(OC)c3)C2)CC1 (stereo not given)	-0.6	24	-53	-2.8	-0.9	-3.0	-1	-8	-7
COc1cccc(C(=O)Nc2ccc(NC(=O)C3CC3)cn2)c1	1.1	30	-8	-0.5	0.3	-0.3	0	3	-4
Cn1c(SCC(=O)NCc2ccco2)nnc1C1CCCC1	0.3	33	-11	-1.3	-1.1	-1.1	2	-9	0
CCN1C=C(Cc2ccc(OC)cc2)C2=C(C1)C(c1ccc(OC)cc1)C(C#N)=C(N)O2 (stereo not given)	2.2	11	-16	-1.4	0.3	0.0	-10	-7	-2
O=C(Nc1ccc(F)cc1)c1cnc(-c2ccccc2)nc1-c1ccccc1	7.7	24	-7	-1.9	2.7	-2.8	3	-2	-5
O=C(CCSc1ccc(Cl)cc1)c1cccs1	1.2	21	1	4.2	-2.7	2.3	19	8	-3
O=S(=O)(CCc1nc2ccccc2[nH]1)c1ccc(Cl)cc1	-0.3	-9	1	-3.0	-0.5	0.5	-11	-9	-4
O=C(Cc1ccc(Cl)cc1)Nc1ccc(Br)cc1	-0.7	-13	2	-2.4	-1.9	-1.2	5	-7	-5
CN(C)/C=N/c1sc2c(c1C#N)CCCC2	-1.5	-2	-1	-0.6	-1.6	-1.5	5	0	0
Cc1cccc2c1c1ccc3c(c1n2C)C(=O)C=CC3=O	·	3	-14	2.0	·	5.2*	26	-8	-9
CCOc1ccc(C2C(C(=O)c3ccco3)=C(O)C(=O)N2Cc2cccnc2)cc1 (stereo not given)	0.7	9	-28	-2.1	0.5	-5.7	10	1	-1
CC1CCCC(NC(=O)CCC(=O)c2ccc(F)cc2)C1C (stereo not given)	-0.7	33	-12	-1.8	-2.2	-0.8	12	10	-6
CC(=O)NC(CC(=O)NC12CC3CC(CC(C3)C1)C2)c1ccccc1 (stereo not given)	0.5	-10	-14	-2.1	-0.2	-3.8	-10	6	-10
CCCCCCC(=O)c1c(C)[nH]c(C(=O)OCC)c1C	-0.5	6	-11	0.9	-1.1	-0.2	-2	7	-6
O=[N+]([O-])c1nn(-c2ccc3c(c2)OCCO3)n(O)c1=NCc1ccc(F)cc1Cl	-1.4	-12	1	-2.3	-1.9	-0.2	8	-13	-6
NC(=O)c1oc2ccccc2c1NC(=O)C1COc2ccccc2O1 (stereo not given)	-0.6	-23	2	-1.9	0.0	-1.1	-18	-5	-2
NC(=O)COC(=O)[C@@H]1CC(O)CN1S(=O)(=O)c1ccc2c(c1)OCCO2 (stereo not given in full)	4.4	5	-3	0.1	0.4	0.8	10	-8	-1
Cc1ccc2nc(-c3ccc(NC(=O)CSc4nccc(=O)[nH]4)cc3)sc2c1	4.1	38	-3	-3.5	1.9	-3.2	17	-7	-4
C=CCc1c(C)nc(SC)nc1Nc1ccc(C(C)=O)cc1	-1.5	74*	-9	8.1*	-1.5	-3.7	-7	-3	3
CC1(C)CC(=O)C(N=Nc2ccc(Br)cc2)=C(O)C1	2.5	37	-5	-1.4	2.2	-3.1	19	-4	-3
COc1ccc(CCNC(=O)C2CC(c3ccc([N+](=O)[O-])cc3)=NO2)cc1 (stereo not given)	5.3	14	-2	0.1	3.6	-2.8	-2	0	3
CCOC(=O)CSc1nnc(CNc2nc(-c3ccccc3)cs2)n1C	0.2	14	-15	-4.0	-0.9	-2.8	-5	9	-5
CCOC(=O)N1CCN(C(=O)C2CCN(S(=O)(=O)N3CCC4(CC3)OCCO4)CC2)CC1	2.4	30	-38	0.2	0.7	-0.8	5	-7	-9
CCNC(=O)/C(=C/c1cccc([N+](=O)[O-])c1)NC(=O)c1ccc(C)cc1	0.7	34	5	-1.0	-0.5	0.0	4	0	-2
O=C1CC(=C2c3ccccc3-c3ccccc32)C(=O)N1CCN1CCN(c2ccccc2)CC1	-1.2	·	-11	-1.9	-1.2	-5.2	9	11	-2
COc1cccc(C(=O)Nc2cc(NC(=O)c3ccco3)ccc2OC)c1	0.0	14	-12	-2.8	-2.0	-3.5	3	-10	-2
CCCCC(CC(C)O)c1n[nH]c(=S)n1-c1ccccc1 (stereo not given)	0.2	-12	-17	-4.2	-0.3	-5.6	0	-6	-5
Nc1c2c(nc3sc4c(c13)CCCC4)CCCCCC2	1.2	-7	-4	-3.9	-0.9	-0.9	-14	1	-8
Cc1nn(-c2cccc(C(F)(F)F)c2)c(=O)c2ccccc12	-1.0	29	-11	-0.1	-2.2	-0.4	-10	-5	-10
COc1ccc(C)cc1N(CC(=O)Nc1cccnc1)S(=O)(=O)c1ccc(C)cc1	-1.0	44	-6	-2.9	-1.8	-4.3	-12	3	-6
CCc1nc(Nc2ccccc2OC)c2oc3ccccc3c2n1	-0.2	-4	-18	-1.6	-1.9	-5.2	5	-13	-16

# 2 entries picked at random from the list so far:
mol	V1R ag counter	PHOSPHO1 block	FID counter	VIM-2 inh	OXTR ag	IMP-1 inh	HCV NS3 hel inh	GPR7 antag	GalR3 antag
CCNC(=O)/C(=C/c1cccc([N+](=O)[O-])c1)NC(=O)c1ccc(C)cc1	0.7	34	5	-1.0	-0.5	0.0	4	0	-2
NC(=O)COC(=O)[C@@H]1CC(O)CN1S(=O)(=O)c1ccc2c(c1)OCCO2 (stereo not given in full)	4.4	5	-3	0.1	0.4	0.8	10	-8	-1

# Additional structures follow.
mol	V1R ag counter	PHOSPHO1 block	FID counter	VIM-2 inh	OXTR ag	IMP-1 inh	HCV NS3 hel inh	GPR7 antag	GalR3 antag
O=S(=O)(Nc1cccc2ccccc12)c1cccs1	1.5	24	-8	-0.4	-0.9	-0.9	-3	-14	0
C=CCn1c(SCc2cc([N+](=O)[O-])cc3c2OCOC3)nc2cc(C(=O)O)ccc2c1=O	-0.3	20	-14	-1.2	0.6	-3.1	-4	-6	-1
Cc1ccc(C2NC(=S)NC3=C2C(=O)CC(C)(C)C3)cc1 (stereo not given)	-1.3	-15	-1	-0.6	-1.7	-2.3	-4	-4	-4
O=C(CCn1c(=O)oc2ccccc21)N1CCc2ccccc21	-0.3	16	-1	3.3	0.9	-0.9	1	3	-2
Cc1ccc(CC(=O)Nc2ccncc2)cc1	8.7	32	2	-2.4	7.6	0.8	8	33*	-2
CN(C)CCOC(=O)CC12CC3CC(C1)CC(CC(=O)OCCN(C)C)(C3)C2	-0.3	26	3	-1.5	-0.9	-2.1	1	-10	-5
COC(=O)c1cc(C(=O)OCC(=O)NC2CCS(=O)(=O)C2)cc([N+](=O)[O-])c1 (stereo not given)	0.4	-4	-2	0.0	0.9	-1.1	-2	-1	-5
O=C(O)c1ccc(Nc2nc(-c3cccnc3)cs2)cc1O	-0.9	9	-6	-1.0	-0.8	-2.0	12	-6	-9
Cc1cc(C)cc(N2C(=O)CC(n3ccnc3)C2=O)c1 (stereo not given)	-0.2	16	-4	0.3	-0.6	-0.7	2	-1	2
O=C(O)CC1SC(=Nc2cccc(C(F)(F)F)c2)NC1=O (stereo not given)	0.4	7	-2	-2.7	1.9	-3.0	1	6	-2
O=c1c([N+](=O)[O-])c(N2CCOCC2)c2ccccc2n1Cc1ccccc1	-0.8	32	-19	2.6	-0.2	1.0	10	-16	-4
O=C(N/N=C/c1cccc2ccccc12)c1cc(C2CC2)[nH]n1	2.3	12	-29	-8.0	-1.3	-1.8	-1	-8	0
